# AMA1-RON2 inh – qHTS for Inhibitors of AMA1-RON; Towards Development of Antimalarial Drug Lead: Primary Screen. Plasmodium falciparum AMA1 (3D7) - RON2 peptide interaction. AlphaScreen AMA1-biotinylated RON2 peptide binding. Potency, µM (doses to about 58.2 µM), inactives show at the top dose activity change, negative = inhibition, most hits filed as inhibitors. hit rate 0.2% among 360,000. AID 720542, 2013; active = well fitted inhibition curve with a large enough effect; inconclusive = small, poorly fitted or top-dose-only effect; inactive = no such curve, though single readings can be large or run the other way;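 also: potency is read from the fitted curve at half-maximal effect; 0% = vehicle wells and -100% = peptide control; nearly all actives have a fitted effect of over 45% in size; some results filed as inactive show a strong effect at the top dose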
#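 AMA1 (3D7) with his tag at 25 nM final met compounds first, then biotinylated RON2 peptide at 25 nM; detection used donor plus acceptor beads, 10 µg/mL apiece, read by AlphaScreen after 30 min at room temperature.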
# HCMV inh – qHTS Assay for inhibitors of the human cytomegalovirus (HCMV); HFF cells, HCMV-luciferase reporter, 72 h; hits give low values; activity change, negative = inhibition, % at 57.5 µM; hit rate 4.5% among 410,000; AID 1259415, 2018; in the data active = activity change below about -60%; inconclusive = no clear call, values can overlap the other calls; inactive = above about -39%
#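 Compounds were evaluated in HFFs infected with an HCMV luciferase reporter virus (MOI 1 PFU/cell). Luciferase in lysates collected 72 h post infection served as the replication measure.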
# * = called active by the depositor; ? = inconclusive; [ ] = dose if it differs, or a comment. Unless noted, % is scaled to controls: 0 for no effect and ±100 for the full control effect. A portion of the library; count on the stated rates, not on these rows.
SMILES,AMA1-RON2 inh,HCMV inh
O=C1NC(=O)C2(CCCc3ccc(N(CCCl)CCCl)cc32)N1 (centres undefined),?,-80.6*
Cc1ccc(Cc2c(-c3ccccc3)nc3c(Cl)cc(C(F)(F)F)cn23)cc1,11.9%,17.8
Cc1nn(-c2ccccc2)c(C)c1NC(=O)COc1ccccc1C#N,20.5%,-34.6
CN1CCC(N(C)C(=O)/C(C#N)=C\c2ccc(OC(F)F)cc2)CC1,0.0%,5.8
CCc1nc2ccc(C(=O)NCCCN3CCCC3=O)cn2c1N(C)C(=O)COc1ccccc1,0.3%,16.4
Cn1c(NCCN2CCCC2)nc2cc(-c3ccccc3)sc2c1=O,-3.4%,28.9
COC(=O)c1ccc(Cn2cnc3c(N)ncnc32)cc1,-15.8%,6.6
CC1(C(=O)O)CCN1C(=O)/C=C/c1ccccc1 (centres undefined),0.0%,-1.8
CCCC(=O)Nc1cc(-c2nnc(OC)c3ccccc23)ccc1N1CCOCC1,3.4%,-32.8
CCCCN1C(=O)C(CC(=O)NCCCCc2ccccc2)CC(C(=O)N(C(C)C)C(C)C)=C1C (centres undefined),-4.0%,-13.0
CC(=O)OC1CC[C@@]2(C)C(=CC(=O)C3C4CCC(OC(C)=O)[C@@]4(C)CCC32)C1 (some centres undefined),-22.3%,-0.6
O=C(Nc1ccccn1)C1CCN(C(=O)c2ccc(Cl)cc2)CC1,8.5%,-16.9
O=C(Cc1ccc([N+](=O)[O-])cc1)Oc1ccccc1,-1.4%,-13.0
CC1(C(=O)NS(=O)(=O)c2cccs2)CCN1C(=O)CCc1ccc(Cl)cc1Cl (centres undefined),7.7%,-7.9
NC(=N\N=CCc1ccccc1)/C(N)=N/N=CCc1ccccc1,38.8%[activator],17.5
COC(C/C=C\[C@H](O)[C@@H](C)OCc1ccccc1)OC,0.8%,-8.3
COc1ccc(-n2c(=O)c3c4c(sc3n(CC(=O)NCC3CCCO3)c2=O)CN(C(C)=O)CC4)cc1OC (centres undefined),-8.3%,-12.3
Cc1ccc(C2/C(=C(\O)c3c(C)nc4c(C)cccn34)C(=O)C(=O)N2CCN(C)C)o1 (centres undefined),-1.4%,-2.6
Cc1ccc(F)c(S(=O)(=O)NC(=O)C2(C)CCN2C(=O)c2sccc2C)c1 (centres undefined),0.1%,-19.2
CNC(=O)C[C@H]1C(=O)N(c2ccc(Br)cc2)C[C@@H]1C,-4.4%,19.7
O=C(/C=C/c1ccc(Cl)cc1)N1CCN(CCN2C(=O)c3cccc4cccc(c34)C2=O)CC1,-14.8%,-21.9
O=C(O)c1ccc(NS(=O)(=O)Cc2ccc(Cl)c(Cl)c2)cc1,26.4%,7.9
COc1ccc(OC(=O)N(C)C[C@H]2OCc3cnnn3CCCC(=O)N([C@@H](C)CO)C[C@H]2C)cc1,3.6%,22.4
O=CNc1c(Br)cc2c(c1Br)Cc1cc(Br)ccc1-2,-3.7%,11.5
COc1ccc(Cc2c(-c3cccc(Cl)c3)nc3cc(C)c(Br)c(C)n23)c(C)c1,8.2%,13.3
COc1ccccc1-c1cnc(C(O)c2ccc(Cl)c(F)c2)[nH]1 (centres undefined),0.5%,-24.6
COCOCCn1cc(CN2CCS(=O)(=O)N(Cc3ccc(-c4ccncc4)cc3)C(C)C2=O)nn1 (centres undefined),-2.2%,-11.2
Cc1ccc(S(=O)(=O)N2C[C@H]3N(C(=O)OC(C)C)N(C(=O)OC(C)C)C[C@H](OC(=O)NCc4ccccc4)[C@@]3(O)C2)cc1,4.3%,-6.9
CCCNC(=O)N(C)C[C@H]1Oc2ncc(Br)cc2C(=O)N([C@H](C)CO)C[C@H]1C,9.3%,15.8
Cn1c(CCN2CCN(c3ccccn3)CC2)nc2cc(NS(=O)(=O)c3ccc(F)cc3)ccc21,-9.6%,-85.1*
Cc1ccc(S(=O)(=O)N2CCN(C(=O)COC(=O)Cc3c(F)cccc3Cl)CC2)c(C)c1,4.1%,-21.9
Nc1ncnc2c1ncn2[C@@H]1O[C@H](C(=O)Nc2cc(C(F)(F)F)cc(C(F)(F)F)c2)[C@@H](O)[C@H]1O,-1.8%,2.7
CC(=O)Nc1ccc2c(c1)C(=Nc1cccc(C)c1)c1ccccc1-2,-14.8%,14.4
Cc1ccccc1-c1cc2c(c3c1ccn3C)C1CCC2O1 (centres undefined),-26.2%,-0.9
Cc1cccc(-c2nnc(-c3ccc4ccccc4c3)o2)c1,0.0%,122.2
Cc1c(C(=O)NCc2cccc(Cl)c2)sc(=O)n1Cc1ccc(F)cc1,-2.1%,34.9
O=S(=O)(c1ccc(NC(=S)NC23CC4CC(CC(C4)C2)C3)cc1)N1CCCCC1,18.1%,-90.2*
COC1CCC(OC2CC(C3(C)CCC4(CC(O)C(C)C(C(C)/C=C(\C)C(=O)C(C)CC(C)C(=O)O)O4)O3)OC3(OC(C4OC(O)(CO)C(C)CC4C)CC3C)C2C)OC1C (centres undefined),9.0%,-97.6*
COC(=O)[C@]12CCCCC=C1N(CCc1ccc(OC)c(OC)c1)C(=O)[C@H](CC(=O)NCCCN1CCCC1=O)C2,2.0%,-9.5
CCCNC(=O)C1(C)CCCN(Cc2ccccc2Cl)C1 (centres undefined),5.2%,-76.8*
O=C(NCCCn1ccnc1)c1sc2cc([N+](=O)[O-])ccc2c1Cl,-19.0%,17.2
CC(=O)O[C@H]1CC[C@@]2(C)C(=CC[C@H]3[C@@H]4CC[C@H](C(C)=O)[C@@]4(C)CC[C@@H]32)C1,14.2%,24.5
CC(=O)Nc1ccc(CC(=O)Nc2ccc3c(c2)OC2(CCCC2)O3)cc1,-11.0%,75.3
Cc1ccc(-c2ccc(CN3C(C)C(=O)N(Cc4cn(CC5CCCCC5)nn4)CCS3(=O)=O)cc2)cc1 (centres undefined),-1.6%,-7.6
COc1ccccc1C(=O)N1CCN(C(=O)[C@H]2O[C@@H](n3ccc(=O)[nH]c3=O)[C@H](O)[C@@H]2O)CC1,-8.5%,4.6
COc1ccc(S(=O)(=O)N2CCOC2CNC(=O)C(=O)NCc2ccc3c(c2)OCO3)cc1 (centres undefined),-5.9%,17.8
Cc1nn2c(=O)[nH]cnc2c1Cl,37.1%[activator],1.1
CCc1cc(-c2nnn(CCC3COCCO3)c2C(C)(C)O)ccc1-c1cn(CCc2c[nH]c3ccccc23)nn1 (centres undefined),-3.3%,-39.9
C[C@H]1CN(S(=O)C(C)(C)C)[C@H](CCO)/C1=C\CCO (some centres undefined),-0.8%,0.0
Cc1ccccc1S(=O)(=O)N(C)C[C@@H]1OCc2cnnn2CCCC(=O)N([C@@H](C)CO)C[C@@H]1C,2.7%,6.1

# Full records from above:
# Cc1ccc(-c2ccc(CN3C(C)C(=O)N(Cc4cn(CC5CCCCC5)nn4)CCS3(=O)=O)cc2)cc1 (centres undefined) as listed: AMA1-RON2 inh: -1.6%; HCMV inh: -7.6
# CC(=O)Nc1ccc(CC(=O)Nc2ccc3c(c2)OC2(CCCC2)O3)cc1 as listed: AMA1-RON2 inh: -11.0%; HCMV inh: 75.3

# New compounds follow.
SMILES,AMA1-RON2 inh,HCMV inh
CC1(C(=O)Nc2ccc(Cl)c(Cl)c2)CCN1C(=O)C1CCCCC1 (centres undefined),30.5%[activator],-16.7
CC(C)CC(=O)N1CCN(c2ccc([N+](=O)[O-])c(NCc3ccccc3)c2)CC1,-22.8%,?
COc1ccc(-c2ccc(C(=O)Nc3ccc(Cl)cc3)c3occc23)c(C)c1,4.0%,17.2
O=C(CCC1CCCCC1)Nc1cccc(C(=O)Nc2ccc(C(=O)O)cc2)c1,-7.6%,12.4
C[C@H]1CN([C@@H](C)CO)C(=O)CCCn2nncc2CO[C@@H]1CN(C)S(=O)(=O)c1cccc(F)c1,-0.2%,18.6
COc1cc(C(=O)CCc2ccc3c(c2)OCO3)cc(OC)c1OC,-2.6%,-13.5
Nc1c2c(=O)[nH]c(O)cc2nn1-c1ccccc1,-8.4%,16.8
CSc1nc(COC(=O)NC(C)C)c(COC(=O)NC(C)C)n1Cc1ccccc1,0.4%,-9.6
Cc1ccc(S(=O)(=O)N2CCN(C(=O)COC(=O)c3ccc(Cl)c(S(N)(=O)=O)c3)CC2)c(C)c1,5.7%[11.6 µM],11.2
COc1cc(C(=S)N2CCOCC2)cc(OC)c1OC(=O)c1ccccc1Cl,0.0%,14.5

# 7 neighbouring entries out of the list so far, quoted:
SMILES,AMA1-RON2 inh,HCMV inh
O=C(CCC1CCCCC1)Nc1cccc(C(=O)Nc2ccc(C(=O)O)cc2)c1,-7.6%,12.4
C[C@H]1CN([C@@H](C)CO)C(=O)CCCn2nncc2CO[C@@H]1CN(C)S(=O)(=O)c1cccc(F)c1,-0.2%,18.6
COc1cc(C(=O)CCc2ccc3c(c2)OCO3)cc(OC)c1OC,-2.6%,-13.5
Nc1c2c(=O)[nH]c(O)cc2nn1-c1ccccc1,-8.4%,16.8
CSc1nc(COC(=O)NC(C)C)c(COC(=O)NC(C)C)n1Cc1ccccc1,0.4%,-9.6
Cc1ccc(S(=O)(=O)N2CCN(C(=O)COC(=O)c3ccc(Cl)c(S(N)(=O)=O)c3)CC2)c(C)c1,5.7%[11.6 µM],11.2
COc1cc(C(=S)N2CCOCC2)cc(OC)c1OC(=O)c1ccccc1Cl,0.0%,14.5

# (continued)
SMILES,AMA1-RON2 inh,HCMV inh
CN(CCN1CCOCC1)C(=O)c1cc(COc2ccc(F)cc2Cl)on1,0.5%,-2.3
COc1ccc(CN2C(=O)C(CC(=O)NCc3ccco3)CC(C(=O)N3CCOCC3)=C2C)cc1 (centres undefined),-5.2%,0.3
COc1cccc(OCc2cc(C(=O)N(C)C3CCCCC3)no2)c1,1.4%,11.7
CSc1nc(N)nc2c1ncn2C1OC(CO)CC1O (centres undefined),1.6%,-0.5
O=C(Nc1ccc2nc3n(c(=O)c2c1)CCCC3)c1cccnc1Cl,0.5%,33.1
O=C(NNC(=O)C1CC=CCC1)c1cccc(Br)c1 (centres undefined),22.8%,8.1
CCOC(=O)C1CCCN(C(=O)c2cccc(OC(F)(F)F)c2)CC1 (centres undefined),-8.8%,-2.6
CCCCCOc1cccc(C2C(C(=O)c3cccs3)=C(O)C(=O)N2CCN2CCOCC2)c1 (centres undefined),-9.3%,15.5
CN(C)CCCNC(=O)c1cccc(-c2ccc3nccn3c2)c1,9.2%,41.5
C[C@H](CO)N1C[C@H](C)[C@@H](CN(C)C(=O)c2ccc3c(c2)OCO3)Oc2cc(/C=C/c3ccccc3)ccc2S1(=O)=O,-27.7%,-61.9*
CCc1ccc2c(c1)NC(=O)C2(C)Cc1ccc(Cl)cc1 (centres undefined),0.0%,20.7
COc1cc2c(cc1OC)C(C)N(CCc1ccc(Cl)cc1)CC2 (centres undefined),-8.6%,-32.4
CCCS(=O)(=O)Nc1ccc(Nc2c3ccccc3nc3ccccc23)c(OC)c1,-26.3%,-76.1*
CN(C)CCNC(=O)c1cccc(-c2cnc3c(NC=O)cc(/C=C/c4ccccc4)cn23)c1,3.1%,-10.7
COc1ccc(CN2C[C@@H](CO)O[C@@H](n3cnc4c(NCCO)ncnc43)C2)cc1,-3.5%,15.6
Cc1cccc(C)c1NC(=O)C(c1ccccc1OC(F)(F)F)N1CCC(c2ccccc2)CC1 (centres undefined),-9.0%,-6.2
CC(C)(C)C(C(=O)NCc1ccccc1)N1CCN(C(=O)C2CCCO2)CC1 (centres undefined),1.0%,-16.6
CC1(C(=O)NCc2ccncc2)Cc2c(-c3cccc(C(F)(F)F)c3)ccnc2O1 (centres undefined),-1.2%,-0.6
O=C(NCc1cccc(Cl)c1)c1ccc(-n2ccnc2)c2ccoc12,14.8%,-17.2
COCCN1C(=O)CN(S(C)(=O)=O)CC1(C)C(=O)NCc1ccccc1 (centres undefined),-2.2%,19.8
O=C(/C=C/Nc1cccc([N+](=O)[O-])c1)c1ccco1,-10.8%,107.2
COc1ccc(-c2cc(NC=O)c3ncc(-c4cccc(C(=O)N(C)C)c4)n3c2)cn1,35.2%[activator],22.2
COc1ccc(NC(=O)N[C@H]2C=C[C@@H](CC(=O)NC3CCC3)O[C@@H]2CO)cc1,-7.8%,-31.0
O=C(OCC(=O)c1ccc[nH]1)c1ccc(S(=O)(=O)C(F)F)cc1,-5.7%,-28.2
COc1cc(OC)cc(C(=O)Nc2cccc(NC(=O)c3cccs3)c2)c1,-4.4%,-21.8
CCN(CC(=O)Nc1ccc(NC(C)=O)cc1)C(=O)c1cccc(N2C(=O)c3ccccc3C2=O)c1,-2.2%,-33.8
Nc1ccccc1C(=O)C[C@H](N)C(=O)O,34.1%[activator],12.7
O=C(CNC(=O)N1CC(=O)Nc2ccccc21)Nc1ccc(Cl)cc1Cl,3.0%,2.8
CC(Oc1ccc(F)cc1)C(=O)Nc1cccc(S(=O)(=O)N(C)c2ccccc2)c1 (centres undefined),2.9%,50.1
CC(C)C[C@H]1CN(CCCC[C@H]2CNC(=O)C(=O)N2CC2CCCCC2)C(=O)C(=O)N1CCc1ccccc1,23.3%,15.5
COc1ccc(C(=O)NCC(c2ccco2)N2CCOCC2)cc1 (centres undefined),12.9%,-2.3
C[C@@H]1CN([C@@H](C)CO)C(=O)CCCn2nncc2CO[C@H]1CN(C)Cc1ccc2c(c1)OCCO2,4.0%,13.7
COc1ccc(NC(=O)C2Cc3c(-c4ccc(NC(C)=O)cc4)ccnc3O2)cc1 (centres undefined),-2.4%,-3.2

# Screening results: PubChem, National Center for Advancing Translational Sciences (NCATS)
